Assay outcomes from PubChem BioAssay.
APOBEC3G inh: blocks human APOBEC3G single-stranded DNA deamination; recombinant A3G, ssDNA deamination FAM/TAMRA fluorescence; inhibition, % at 20 µM; Q9HC16; 0.28% of 330,000 active;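 active means inhibition of at least 40% at 20 µM, with no more than 30% in the related APOBEC3A deaminase screen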;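 further: plate controls were DMSO wells with A3G for no effect and wells lacking A3G enzyme for full effect; some compounds called inactive have numbers as strong as hits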
MPTP block: inhibitors of mitochondrial permeability transition pore. isolated mouse mitochondria, Ca2+ swelling absorbance, 30 min. inhibition, % at 10 µM. 1.4% of 360,000 active;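 active means inhibition of 50% or more, scaled per plate between neutral and stimulator controls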;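 further: 0% = DMSO wells given calcium and 100% = 1 mM EGTA wells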
CCR6 antag: CCR6 (human) receptor antagonism; CHO-K1 CCR6 PathHunter beta-arrestin, luminescence, CCL20-stimulated; inhibition, % at 20 µM; 0.49% of 340,000 active;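 active means compounds whose inhibition of the agonist-driven luminescence signal at 20 µM reaches about 50%, limit read from the data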;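 further: cells stimulated with CCL20 at 14 nM final; plate controls were DMSO with CCL20 for no effect and DMSO without agonist for full effect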
Target sequence (P51684 whole entry, looked up): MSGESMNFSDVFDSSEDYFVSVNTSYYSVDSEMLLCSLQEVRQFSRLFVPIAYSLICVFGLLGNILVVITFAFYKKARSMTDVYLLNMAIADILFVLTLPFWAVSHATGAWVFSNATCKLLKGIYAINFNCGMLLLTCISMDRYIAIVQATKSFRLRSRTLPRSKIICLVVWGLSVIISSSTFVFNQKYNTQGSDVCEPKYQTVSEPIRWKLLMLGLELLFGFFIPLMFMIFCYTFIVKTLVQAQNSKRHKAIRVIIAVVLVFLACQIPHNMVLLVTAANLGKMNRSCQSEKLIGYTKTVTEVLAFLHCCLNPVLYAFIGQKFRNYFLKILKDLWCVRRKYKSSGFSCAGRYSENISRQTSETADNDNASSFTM
GRIN3A LBD mod: NR3A (human) ligand-binding domain modulation | NR3A LBD differential scanning fluorimetry, Tm shift; 0% = protein alone, 100% = glycine-bound protein | Tm shift relative to glycine control, % at 25 µM | 2.5% of 340,000 active;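 active means melting temperature shift of at least 10% of the positive control shift, at one fixed dose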
EBI2 antag: EBI2 (human) antagonism; 0.81% of 360,000 active; P32249; EBI2 beta-arrestin recruitment, luminescence, 7a,25-OHC stimulated; inhibition, % at 5 µM; AID 651636; in the data active means inhibition above about 38%;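 further: enzyme fragment complementation signal reports receptor beta-arrestin coupling in cells; 0% = agonist plus DMSO wells and 100% = wells without agonist; some results beyond the cut were filed as inactive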
Target sequence (P32249 whole entry, looked up, the tested form may be a part): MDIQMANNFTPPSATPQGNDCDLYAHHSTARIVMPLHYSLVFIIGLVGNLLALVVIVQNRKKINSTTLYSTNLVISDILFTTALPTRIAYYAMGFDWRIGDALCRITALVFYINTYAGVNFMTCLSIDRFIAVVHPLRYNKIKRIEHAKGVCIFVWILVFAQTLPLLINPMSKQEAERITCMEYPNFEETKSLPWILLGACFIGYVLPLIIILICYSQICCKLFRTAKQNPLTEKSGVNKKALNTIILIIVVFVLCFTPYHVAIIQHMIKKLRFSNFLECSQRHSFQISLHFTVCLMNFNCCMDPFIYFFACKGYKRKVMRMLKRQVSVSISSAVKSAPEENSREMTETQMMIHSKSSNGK
APOBEC3A inh: inhibitors of human APOBEC3A DNA deaminase. P31941. recombinant A3A, FAM/TAMRA ssDNA deamination fluorescence. inhibition, % at 20 µM. 0.41% of 330,000 active;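 active means at least 40% inhibition at 20 µM here, with at most 30% in a related deaminase screen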;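 further: plate controls were A3A with DMSO for no effect and wells lacking A3A enzyme for full effect; some results filed as inactive read as strong as hits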
Gli-Sufu antag: antagonists of Gli-Sufu signaling | Sufu-KO-LIGHT fibroblasts, Gli luciferase reporter luminescence | inhibition, % at 5 µM | 0.74% of 340,000 active;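 active means inhibition above about 55%, limit read from the data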;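 further: 0% = DMSO-treated cells and 100% = wells with medium but no cells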
CXCR6 block: inhibitors of human CXCR6 receptor | CHO-K1 PathHunter CXCR6 beta-arrestin, luminescence | inhibition, % at 20 µM | 0.36% of 360,000 active; in the data active means inhibition above about 34%, passing the limit was not always enough;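 further: antagonist mode with CXCL16 agonist at 10 nM final; 0% = 10 nM CXCL16 with DMSO and 100% = unstimulated wells without agonist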
Target sequence (O00574 whole entry, looked up): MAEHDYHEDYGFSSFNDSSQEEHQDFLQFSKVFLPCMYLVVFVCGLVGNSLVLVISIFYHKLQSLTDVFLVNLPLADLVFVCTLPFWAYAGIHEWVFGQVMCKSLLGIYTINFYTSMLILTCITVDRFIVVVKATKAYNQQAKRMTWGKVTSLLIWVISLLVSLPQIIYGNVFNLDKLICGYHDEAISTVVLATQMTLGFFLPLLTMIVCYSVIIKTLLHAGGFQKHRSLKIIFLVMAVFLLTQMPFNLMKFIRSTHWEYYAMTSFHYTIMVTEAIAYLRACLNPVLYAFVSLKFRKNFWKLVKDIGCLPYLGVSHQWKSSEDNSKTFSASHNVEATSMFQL
An asterisk follows results filed as active; / = not tested or not shown. Outcome played no part in choosing rows (roughly 5.8% active in at least one column).

structure | APOBEC3G inh | MPTP block | CCR6 antag | GRIN3A LBD mod | EBI2 antag | APOBEC3A inh | Gli-Sufu antag | CXCR6 block
CC(C)(C)OC(=O)NCC12C=CC(O1)C1C(=O)N(Cc3ccccc3)C(=O)C12 (centres undefined) | -5 | 2.9 | -6 | 0 | -1 | -1 | 1 | -3
O=C(Nc1ccc(F)cc1F)c1cccn1-c1ncc(C(F)(F)F)cc1Cl | -7 | 0.7 | -7 | 1 | 3 | -1 | -3 | -2
O=C(O)CNC(=O)/C(=C/c1cccc([N+](=O)[O-])c1)NC(=O)c1ccco1 | 0 | -1.7 | -12 | 0 | -9 | 0 | 2 | -7
COc1ccc(-n2c(CCc3ccccc3)nnc2SCC(=O)NCc2ccccc2)cc1 | -1 | -8.0 | 22 | -1 | 35 | 0 | 4 | 12
Cc1ccc(S(=O)(=O)c2c(N)n(/N=C/c3ccco3)c3nc4ccccc4nc23)cc1C | -1 | 2.9 | 7 | -15 | 46* | 3 | -5 | 7
N#Cc1cccc(NC(=O)Cn2cnc(S(=O)(=O)N3CCOCC3)c2)c1 | 16 | -0.6 | 1 | -3 | -7 | -1 | -12 | -1
C=CCN1C(=O)C(CC(=O)O)SC1=Nc1ccc(N=Nc2ccccc2)cc1 (centres undefined) | -2 | 2.6 | 12 | 2 | 1 | -3 | 7 | 12
O=C/C(=C\Nc1ccc(S(=O)(=O)CCO)cc1)c1nc2cc(Cl)ccc2o1 | -3 | -0.4 | 44 | -4 | 4 | 2 | -2 | 12
CCOC(=O)C(C)N1C(=O)S/C(=C/c2cc(C)n(-c3ccncc3)c2C)C1=O (centres undefined) | 1 | 2.1 | -3 | -2 | 9 | -1 | 2 | -19
Cc1ccc(S(=O)(=O)N2CCCC(C(=O)NNCC(=O)Nc3cc(F)ccc3F)C2)cc1 (centres undefined) | -8 | 0.7 | -3 | 0 | 0 | 0 | -13 | -4
CC(=O)NC1C(=O)Nc2c(C)cc(C)cc21 (centres undefined) | 0 | 2.8 | -4 | -4 | -5 | 2 | -5 | -3
O=C(OCC(=O)N1CCCc2ccccc21)c1cc(S(=O)(=O)N2CCOCC2)ccc1Cl | -7 | -1.2 | 20 | / | -2 | 1 | 29 | -2
COC(=O)c1c(C(=O)OC)c(-c2ccc(F)cc2)n2c1CS(=O)(=O)C2 | -11 | -0.4 | 6 | -1 | 4 | -3 | 12 | -12
CC(=O)C1=C(O)C(=O)N(c2ccc(O)cc2)C1c1cccc(F)c1 (centres undefined) | -5 | 0.6 | 10 | -1 | -5 | -3 | -1 | 2
COc1ccccc1NC(=O)COC(=O)c1ccccn1 | -11 | 1.1 | 5 | 1 | -6 | -4 | -10 | 2
COc1ccc(NC(=O)c2ccc3ccccc3c2OC)cc1 | -3 | 2.0 | 0 | 0 | 6 | -4 | -41 | -12
Cc1nccn1CC(=O)N/N=C/c1cc(Br)cs1 | 2 | -2.0 | 5 | -2 | -8 | -1 | -12 | -10
Cc1ccc(OC(=O)CCC(=O)OCCCC(F)(F)C(F)(F)F)cc1 | -4 | -0.9 | -2 | 2 | 0 | 0 | 3 | -1
CCOc1ccc(S(=O)(=O)Nc2ccccn2)c2ccccc12 | -7 | -0.1 | -5 | 2 | -8 | -3 | 2 | -2
CCOC(=O)CCc1c(C)c2ccc(OCc3nn[nH]n3)c(C)c2oc1=O | -4 | 0.7 | 6 | -3 | -7 | -3 | 7 | -4
COc1ccccc1NC(=O)CN1C(=O)COc2ccc(S(=O)(=O)N3CCC(C)CC3)cc21 | -3 | 3.3 | 10 | -2 | 2 | 1 | -5 | -5
CCCc1cc(=O)n2[nH]c(-c3cc(OC)c(OC)c(OC)c3)nc2n1 | -3 | -1.3 | 29 | 6 | 5 | -1 | 3 | -12
CC(C)N(CCCNC(=O)C1CCN(S(=O)(=O)N2CCOCC2)CC1)Cc1ccccc1 | -3 | -7.0 | -15 | -1 | 12 | 3 | 33 | 2
Cc1ccc2[nH]c(O)c(N=Nc3ccccc3[N+](=O)[O-])c2c1 | / | -0.5 | 16 | 1 | 13 | / | -37 | 5
O=C(NC(Cc1cccc(F)c1)C(=O)O)C1CCCCC1 (centres undefined) | -8 | 0.5 | 6 | 1 | -1 | -4 | -6 | -4

(cont.)
structure | APOBEC3G inh | MPTP block | CCR6 antag | GRIN3A LBD mod | EBI2 antag | APOBEC3A inh | Gli-Sufu antag | CXCR6 block
CN(CC(=O)Nc1ccccc1Br)CC(=O)Nc1ccccc1C(F)(F)F | -5 | 3.3 | 10 | -5 | 6 | 2 | 3 | -1
Cc1cccc(OCC(=O)N2CCN(C(=O)c3cccs3)CC2)c1 | -6 | 1.2 | 0 | -2 | 5 | -16 | 11 | 0
CCOc1ccc(NS(=O)(=O)c2ccc3c(c2)CCN3C(=O)CCC(=O)O)cc1 | -6 | -0.8 | 1 | 2 | 0 | -4 | 12 | 3
COc1cc(/C=N/NC(=O)c2ccc3nc[nH]c3c2)cc(OC)c1OC | 2 | / | -2 | 3 | / | 0 | 3 | /
O=C1CC(c2ccccc2)CC(O)=C1C=Nc1ccccc1O (centres undefined) | -2 | 1.7 | 15 | 0 | -6 | 8 | 17 | 3
CCC(=O)NC(=S)Nc1ccc(NC(=O)c2ccccc2[N+](=O)[O-])cc1 | -3 | 1.4 | 23 | -2 | -1 | -2 | -8 | -4
CCOc1ncccc1C(=O)OCC(=O)c1ccc(Br)s1 | -8 | 0.7 | 23 | 3 | -3 | -3 | -19 | 2
CCOc1ccc(S(=O)(=O)N(C)c2ccc(OCC(=O)NCc3cccnc3)cc2)cc1 | -5 | 1.5 | -1 | -2 | 14 | -8 | -13 | -8
COc1ccc(-c2[nH]ncc2CN2CCCO2)cc1F | -5 | 0.1 | 1 | 0 | -3 | -3 | -16 | 4
Cc1oc(-c2ccccc2F)nc1CS(=O)CC(=O)NC1CCCCC1 (centres undefined) | -3 | 0.0 | -4 | 1 | -5 | 2 | -2 | 0
Cc1cc2occ(CC(=O)N(CC(C)C)c3c(N)n(Cc4ccccc4)c(=O)[nH]c3=O)c2cc1C | -2 | 1.6 | -1 | -3 | 5 | -4 | 12 | -4
COc1ccc(-n2c(C)c(C(C)=O)c3cc(OC(C)=O)ccc32)cc1 | -5 | -0.3 | 21 | -1 | 3 | -4 | -14 | 0
COc1ccc(C(=O)NCC(=O)N2CCN(c3ccccc3)CC2)cc1 | -14 | -0.5 | -1 | -3 | -10 | -5 | -20 | -2
COc1ccc(N2CCN(c3ccc(NC(=O)C4CCCCC4)cc3C#N)CC2)cc1 | -5 | -3.3 | -2 | -34 | -1 | 0 | 5 | -1
O=C(COC(=O)c1ccccc1O)NCc1ccccc1Cl | -1 | -0.9 | 6 | -1 | -7 | -1 | 5 | -5
COc1ccc(CCNC(=O)CCC(=O)NC2CCCCC2)cc1OC | 11 | -0.3 | -14 | -3 | -13 | 4 | -8 | -9
CCCCc1nnc(NC(=O)Cn2cnc3ccccc3c2=O)s1 | -7 | -0.7 | 6 | -1 | 8 | -4 | 5 | -8
O=C(c1ncc[nH]1)c1ccco1 | 0 | 0.4 | -4 | 1 | -14 | -1 | -6 | -1
COc1cc(C(=O)NC(=S)Nc2ccccc2N2CCOCC2)cc(OC)c1OC | -5 | 0.7 | 13 | 0 | 5 | 1 | -8 | 4
Cc1cccc(C)c1-n1c(C)cc(/C=C2\NC(=O)NC2=O)c1C | -4 | 2.0 | -8 | 1 | 22 | -1 | 7 | 5
Cc1nnc(N/N=C/C(C)c2ccccc2)[nH]c1=O (centres undefined) | -3 | 1.9 | 3 | -2 | 2 | 2 | -26 | 3
O=C(Cn1nnc(-c2cccs2)n1)N1CCOCC1 | -4 | -0.5 | 0 | -1 | -5 | 5 | -26 | -8
O=C(Cc1ccccc1C(=O)O)Nc1cccc2ccccc12 | 12 | -0.2 | 6 | -1 | -5 | 5 | 18 | 1
O=C1NC(CCc2ccccc2)C(=O)N1Cc1ccccc1Cl (centres undefined) | -7 | 0.5 | 0 | -2 | 0 | 0 | -1 | 2
CCCCNC(=O)CN1C(=O)NC2NC(=O)NC21 (centres undefined) | -7 | -2.3 | 15 | -1 | -4 | -3 | -1 | -4

(listing goes on)
structure | APOBEC3G inh | MPTP block | CCR6 antag | GRIN3A LBD mod | EBI2 antag | APOBEC3A inh | Gli-Sufu antag | CXCR6 block
O=C(NCCCN1CCCC1)c1cc2c(Cl)nc3ccccc3c2s1 | -4 | -6.0 | 21 | -1 | 3 | 3 | 40 | 6
COc1ccc(S(=O)(=O)N2CCCOC2CNC(=O)C(=O)NCc2ccncc2)cc1 (centres undefined) | -4 | -0.1 | 4 | -4 | -8 | -4 | -4 | -2
Fc1ccc(CNC(=S)NCc2ccc(F)cc2)cc1 | 1 | 29 | 13 | 2 | -9 | -1 | 2 | -8
CCNC(=O)n1nccc1C(C)Oc1ccccc1 (centres undefined) | -6 | 1.3 | 3 | 0 | 9 | -1 | 1 | 0
Cc1cccc(-c2n[nH]c(=S)n2/N=C/c2ccco2)c1 | 47* | 1.1 | 0 | 1 | 6 | -7 | 1 | 2
FC(F)(F)c1nc2ccccc2n2c(-c3c(Cl)cccc3Cl)nnc12 | 0 | 0.5 | 29 | 0 | -1 | 1 | 1 | 4
COc1ccc(OC)c(S(=O)(=O)NCc2cn3ccsc3n2)c1 | -8 | -1.8 | 7 | -1 | 3 | -3 | -3 | -7
COc1cc(C(=O)NCCCN(C)C)ccc1OCC(=O)Nc1cccc(C(F)(F)F)c1 | -5 | -0.9 | 10 | 0 | -4 | -3 | 10 | 2
CNC(=O)c1[nH]nc2c1CCc1ccccc1-2 | -6 | 0.1 | -3 | -3 | -6 | -1 | 7 | -1
CCOC(=O)c1ccc(NC(=O)CCNS(=O)(=O)c2cc(Br)cnc2N)cc1 | -5 | 0.7 | 11 | 15* | -3 | -3 | -6 | -5
CC(C)c1ccc(-c2nc(N3CCOCC3)[nH]c(=O)c2C#N)cc1 | -3 | 0.0 | -3 | -50 | -3 | -2 | 0 | 0
Cc1cc(C)nc(SCSc2nc(C)cc(C)n2)n1 | / | -0.6 | 2 | -1 | -8 | / | -2 | 2
O=C1CSC(c2cn(-c3ccccc3)nc2-c2ccc3c(c2)OCCO3)N1CCN1CCOCC1 (centres undefined) | 2 | -1.5 | 19 | 0 | 9 | 1 | -5 | 2
Cc1ccc(Oc2ccccc2)c(NC=O)c1 | -3 | -1.0 | -15 | -2 | -3 | 0 | -23 | -6
COc1ccc(Cc2ccc(OC)c(N)c2)cc1N | -6 | 0.1 | -9 | 2 | 2 | -5 | -10 | -14
COc1ccc2nc(N=NC3=C(O)CC(C)(C)CC3=O)sc2c1 | 1 | 1.2 | 39 | 0 | 8 | 8 | -12 | 36
N#Cc1cc2c(nc1SCC(=O)Nc1sc3c(c1C#N)CCC3)CCCCC2 | -9 | 4.7 | 27 | 1 | 37 | 8 | -21 | 3
Nn1c(SCc2ccc(C(=O)O)cc2)nnc1-c1ccc(Cl)cc1Cl | -3 | 0.1 | 3 | -2 | -11 | 0 | 6 | 2
O=[N+]([O-])c1ccc2nc(N3CCCC3)sc2c1 | 18 | 0.1 | 0 | 2 | -1 | 45* | -44 | 4
O=C(Cn1[nH]c(=O)c2ccccc2c1=O)NC1CCN(Cc2ccccc2)CC1 | -6 | 1.9 | -4 | 0 | -3 | -2 | 3 | -4
CCOC(=O)C1(Cc2ccc(Cl)cc2)CCN(C(=O)c2cc(C)nc(C)n2)CC1 | 1 | -4.7 | 10 | -1 | 5 | 4 | -6 | 4

Entries listed above shown as hits in EBI2 antag:
compound | APOBEC3G inh | MPTP block | CCR6 antag | GRIN3A LBD mod | EBI2 antag | APOBEC3A inh | CXCR6 block
Cc1ccc(S(=O)(=O)c2c(N)n(/N=C/c3ccco3)c3nc4ccccc4nc23)cc1C | -1 | 2.9 | 7 | -15 | 46* | 3 | 7
